From PubChem BioAssay
Mtb BioA inh – BioA (M. tuberculosis) enzyme inhibition. purified M. tuberculosis BioA enzyme, plate reader. inhibition, % at 9.99 µM. actives 0.096% (n = 360,000). AID 602481; in the data active = inhibition above about 40%
TcdB inh – inhibitors of Clostridioides difficile toxin B glycohydrolase | P18177 | actives 0.24% (n = 350,000) | TcdB glycohydrolase enzymatic assay, plate reader | inhibition, % at 9.99 µM; in the data active = inhibition above about 10%
Starred values were filed as active, the others as inactive. The list is partial; count on the stated rates, not on these rows.

SMILES	Mtb BioA inh	TcdB inh
C[C@H]1CCCCO[C@H](CN(C)CC2CCCCC2)[C@@H](C)CN([C@@H](C)CO)C(=O)c2cc(NC(=O)Nc3cccc4ccccc34)ccc2O1	-5.5	0.0
COCC#Cc1ccc2c(c1)O[C@H](CN(C)C(=O)NC(C)C)[C@H](C)CN([C@@H](C)CO)S2(=O)=O	-1.3	-9.2
CCCC(=O)Nc1ccc2c(c1)C(=O)N(C)C[C@@H](OC)[C@@H](C)CN(Cc1ccc(-c3ccccn3)cc1)[C@@H](C)CO2	4.3	0.3
COCc1cn(CC[C@@H]2CC[C@@H](NC(=O)Nc3ccccc3)[C@H](CO)O2)nn1	1.4	-8.1
CCC(=O)Nc1ccc2c(c1)C(=O)N(C)C[C@@H](OC)[C@@H](C)CN(C(=O)NC(C)C)[C@@H](C)CO2	0.7	-0.1
CN(C)CC(=O)N[C@H]1CC[C@@H](CCn2cc(CN(C)C)nn2)O[C@@H]1CO	0.7	-0.3
Cc1ccc(-c2ccc([C@@H]3[C@@H](CO)N4CCCCN(S(=O)(=O)c5ccccc5C)C[C@@H]34)cc2)cc1	-1.3	-0.3
C[C@@H]1CCCCO[C@H](CN(C)Cc2ccc(C(=O)Nc3ccccc3N)cc2)[C@@H](C)CN([C@H](C)CO)C(=O)c2cc(NS(=O)(=O)c3cccs3)ccc2O1	1.2	-0.7
C[C@@H]1CN([C@H](C)CO)C(=O)c2cccc(NC(=O)C3CCOCC3)c2O[C@H]1CN(C)CC1CC1	-0.6	-1.5
C[C@@H]1CN([C@@H](C)CO)C(=O)c2cc(NC(=O)C3CCCCC3)ccc2O[C@@H]1CN(C)S(=O)(=O)c1ccccc1	-1.1	1.2
CC=Cc1ccc2n(c1=O)C[C@H]1[C@H](CO)[C@@H](C(=O)NCCc3ccncc3)[C@@H]2N1Cc1ccncc1 (mixture of isomers)	-1.5	-0.4
C[C@@H]1CN([C@H](C)CO)C(=O)c2cc(-c3ccncc3)cnc2O[C@H]1CN(C)C(=O)c1ccncc1	-1.3	-1.2
C[C@@H]1CN([C@@H](C)CO)S(=O)(=O)c2ccc(-c3cccnc3)cc2O[C@@H]1CN(C)C(=O)CN(C)C	-2.9	-0.1
O=C(C[C@H]1CC[C@@H]2[C@H](COC[C@H](O)CN2CC2CCOCC2)O1)NCC1CCCCC1	0.6	-1.1
C[C@H](CO)N1C[C@H](C)[C@H](CN(C)S(=O)(=O)c2ccc(Cl)cc2)Oc2ccc(NC(=O)Nc3ccc4c(c3)OCO4)cc2C1=O	-0.7	-0.4
Cc1noc(C)c1S(=O)(=O)Nc1ccc2c(c1)CC(=O)N([C@@H](C)CO)C[C@H](C)[C@@H](CN(C)C(=O)Nc1ccc(F)cc1)O2	1.3	0.2
CCN1[C@@H]2Cn3c(ccc(-c4ccccc4F)c3=O)[C@H]1[C@@H](C(=O)NCc1ccc(F)cc1)[C@@H]2CO	-0.7	1.9
CCCN1[C@@H]2Cn3c(ccc(-c4cccc(F)c4)c3=O)[C@H]1[C@@H](C(=O)NCC1CC1)[C@@H]2CO	-0.4	-0.4
COCC(=O)Nc1ccc2c(c1)OC[C@@H](C)N(CC1CCCCC1)C[C@H](C)[C@@H](OC)CN(C)C2=O	3.0	1.9
C[C@@H]1CN([C@H](C)CO)C(=O)c2cc(NS(=O)(=O)c3ccccc3)ccc2O[C@@H](C)CCCCO[C@@H]1CN(C)Cc1ccc2c(c1)OCO2	1.5	0.6
Cc1ccc(S(=O)(=O)N(C)C[C@H]2Oc3ccc(NC(=O)Cn4cnnn4)cc3CC(=O)N([C@@H](C)CO)C[C@H]2C)cc1	0.1	0.9
C[C@@H]1CN([C@@H](C)CO)C(=O)c2cc(NC(=O)NC3CCCCC3)ccc2O[C@@H](C)CCCCO[C@H]1CN(C)C(=O)CCC(F)(F)F	-0.4	-0.2
CNC[C@H]1Oc2ccc(NS(=O)(=O)c3cn(C)cn3)cc2C(=O)N([C@H](C)CO)C[C@H]1C	-0.4	0.4
O=C(Cc1ccccn1)N[C@@H]1CC[C@H](CCn2cc(-c3ccccc3)nn2)O[C@H]1CO	-0.2	-1.4
C[C@H]1CN([C@@H](C)CO)C(=O)Cc2cc(NC(=O)Nc3ccc(C(F)(F)F)cc3)ccc2O[C@@H]1CN(C)CC1CC1	-3.8	-0.1
C[C@H]1CN([C@@H](C)CO)C(=O)Cc2cc(NS(=O)(=O)c3cccs3)ccc2O[C@H]1CN(C)S(=O)(=O)c1ccccc1	-1.4	0.3
CC(=O)N1[C@@H](CO)[C@@H](c2ccccc2)[C@@H]1CNC(=O)CN1CCOCC1	-1.7	0.5
C[C@@H]1CN([C@@H](C)CO)C(=O)Cc2cc(NC(=O)Nc3ccc(C(F)(F)F)cc3)ccc2O[C@@H]1CN(C)S(=O)(=O)c1cccs1	-0.5	-0.4
Cc1ccc(S(=O)(=O)N2CC[C@H]3[C@H](CO)Nc4ccc(-c5ccccc5F)cc4[C@H]32)cc1	-1.9	-0.3
C[C@@H]1CN([C@@H](C)CO)C(=O)Cc2cc(NC(=O)Nc3ccc(F)cc3)ccc2O[C@@H]1CN(C)C	-1.2	-0.2
C[C@@H]1CN([C@H](C)CO)C(=O)Cc2cc(NC(=O)CCN3CCOCC3)ccc2O[C@H]1CN(C)S(C)(=O)=O	-1.6	-1.4
C[C@@H]1CCCCO[C@H](CN(C)C(=O)Nc2cccc3ccccc23)[C@H](C)CN([C@H](C)CO)C(=O)c2cc(N(C)C)ccc2O1	-1.6	-22.6
C[C@H]1CN([C@@H](C)CO)C(=O)c2cccc(NS(=O)(=O)c3cn(C)cn3)c2O[C@H]1CN(C)C(=O)Nc1ccc(F)cc1	0.6	-0.5
CC(=O)N1[C@@H]2c3ccc(-c4ccccc4F)c(=O)n3C[C@@H]2[C@@H](CO)[C@@H]1C(=O)NCC1CC1	-0.7	0.9
C[C@H]1CN([C@@H](C)CO)C(=O)c2cccc(NC(=O)Nc3ccc(F)cc3)c2O[C@H]1CN(C)Cc1ccc(C(=O)O)cc1	0.1	0.3
COc1cccc(S(=O)(=O)N(C)C[C@H]2Oc3cc(C#CCC(C)C)ccc3S(=O)(=O)N([C@H](C)CO)C[C@H]2C)c1	-3.3	0.7
C[C@@H]1CN([C@H](C)CO)C(=O)CCCn2cc(nn2)CO[C@@H]1CN(C)S(=O)(=O)c1ccc(F)cc1	-0.8	0.6
COc1ccc(-c2cnc3c(c2)C(=O)N([C@@H](C)CO)C[C@H](C)[C@@H](CN(C)C)O3)cc1	-2.2	-3.5
CCCNC(=O)N(C)C[C@H]1Oc2cc(C#CCOC)ccc2S(=O)(=O)N([C@H](C)CO)C[C@@H]1C	0.2	2.0
COc1ccc(NC(=O)N[C@@H]2CC[C@H](CC(=O)NCc3ccccn3)O[C@@H]2CO)cc1	4.6	0.4
COc1ccccc1NC(=O)N1CCCCN2[C@H](CO)[C@H](c3ccc(-c4ccc(C)cc4)cc3)[C@@H]2C1	-0.2	0.4
O=C(Nc1ccccc1F)N[C@@H]1CC[C@@H](CCNS(=O)(=O)c2ccccc2)O[C@H]1CO	-1.7	0.0
C[C@@H]1CN([C@H](C)CO)C(=O)c2cc(NC(=O)C3CCCCC3)ccc2O[C@@H](C)CCCCO[C@H]1CN(C)C(=O)NC1CCCCC1	0.1	0.4
C[C@@H]1CCCCO[C@H](CN(C)S(=O)(=O)c2ccccc2)[C@H](C)CN([C@@H](C)CO)C(=O)c2cc(NC(=O)c3ccncc3)ccc2O1	-0.4	-0.7
C[C@@H]1CN([C@H](C)CO)S(=O)(=O)c2ccc(-c3ccccc3)cc2O[C@H]1CN(C)Cc1ccccc1C(=O)O	1.4	0.0
Cc1ccc(S(=O)(=O)N(C)C[C@@H]2OCCCC[C@H](C)Oc3ccc(NC(=O)Nc4ccc(F)cc4)cc3C(=O)N([C@H](C)CO)C[C@@H]2C)cc1	0.1	0.4
O=C(NCC[C@H]1CC[C@@H](NS(=O)(=O)c2cccc(F)c2)[C@@H](CO)O1)c1cnccn1	4.5	0.0
O=C(CCN1CCCCC1)N[C@@H]1CC[C@@H](CCn2cc(-c3ccc(F)cc3)nn2)O[C@@H]1CO	-1.7	0.7
C[C@@H]1CN([C@H](C)CO)C(=O)c2cc(C#Cc3ccccn3)cnc2O[C@@H]1CN(C)Cc1cccnc1	-0.3	-0.1
C[C@@H]1CCCCO[C@@H](CN(C)C(=O)c2ccccc2)[C@H](C)CN([C@H](C)CO)C(=O)c2cc(NC(=O)Nc3ccc4c(c3)OCO4)ccc2O1	-5.4	-11.2

Other compounds.
SMILES	Mtb BioA inh	TcdB inh
COc1cccc(C(=O)N2C[C@H]3[C@@H](c4ccccc42)[C@H](CO)N3C(=O)c2cccc(F)c2)c1	-4.1	-0.4
COc1ccc(S(=O)(=O)N(C)C[C@@H]2OCCCC[C@H](C)Oc3ccc(NC(=O)CCCN(C)C)cc3C(=O)N([C@H](C)CO)C[C@H]2C)cc1	-0.9	0.9
CCCN(C)C[C@@H]1OCCCC[C@H](C)Oc2ccc(NC(=O)CCCN(C)C)cc2C(=O)N([C@@H](C)CO)C[C@@H]1C	-0.2	-0.7
COc1ccc(CNC(=O)C[C@H]2CC[C@H]3[C@H](COc4ccc(NC(=O)C5CC5)cc4C(=O)N3C)O2)cc1	-1.8	0.1
C[C@H](CO)N1C[C@H](C)[C@@H](CN(C)C(=O)Nc2ccc3c(c2)OCO3)OCCCC[C@H](C)Oc2ccc(NC(=O)CCCN(C)C)cc2C1=O	1.5	3.6
C[C@@H]1CN([C@@H](C)CO)C(=O)c2cc(-c3ccncc3)cnc2O[C@H]1CN(C)C(=O)Nc1ccc2c(c1)OCO2	17.8	-0.5
O=C(C[C@@H]1C=C[C@H](NC(=O)c2cccc(F)c2)[C@@H](CO)O1)Nc1nccs1	-3.5	1.0
Cc1ccc(S(=O)(=O)N(C)C[C@H]2Oc3ccc(NC(=O)CCCCCC(=O)Nc4ccccc4N)cc3C(=O)N([C@@H](C)CO)C[C@H]2C)cc1	-4.6	-0.9
C[C@H](CO)N1C[C@H](C)[C@@H](CN(C)C(=O)Nc2ccc3c(c2)OCO3)OCCCC[C@H](C)Oc2ccc(NS(=O)(=O)c3ccccc3)cc2C1=O	1.0	1.3
C[C@H](CO)N1C[C@H](C)[C@H](CN(C)Cc2ccc3c(c2)OCO3)Oc2ccc(NC(=O)NC3CCCCC3)cc2CC1=O	-1.5	0.4

Six of these compounds in a different format.
structure,Mtb BioA inh,TcdB inh
CCCN(C)C[C@@H]1OCCCC[C@H](C)Oc2ccc(NC(=O)CCCN(C)C)cc2C(=O)N([C@@H](C)CO)C[C@@H]1C,-0.2,-0.7
COc1ccc(CNC(=O)C[C@H]2CC[C@H]3[C@H](COc4ccc(NC(=O)C5CC5)cc4C(=O)N3C)O2)cc1,-1.8,0.1
C[C@H](CO)N1C[C@H](C)[C@@H](CN(C)C(=O)Nc2ccc3c(c2)OCO3)OCCCC[C@H](C)Oc2ccc(NC(=O)CCCN(C)C)cc2C1=O,1.5,3.6
C[C@@H]1CN([C@@H](C)CO)C(=O)c2cc(-c3ccncc3)cnc2O[C@H]1CN(C)C(=O)Nc1ccc2c(c1)OCO2,17.8,-0.5
O=C(C[C@@H]1C=C[C@H](NC(=O)c2cccc(F)c2)[C@@H](CO)O1)Nc1nccs1,-3.5,1.0
Cc1ccc(S(=O)(=O)N(C)C[C@H]2Oc3ccc(NC(=O)CCCCCC(=O)Nc4ccccc4N)cc3C(=O)N([C@@H](C)CO)C[C@H]2C)cc1,-4.6,-0.9

Continuation.
SMILES	Mtb BioA inh	TcdB inh
O=C(C[C@H]1CC[C@@H]2[C@H](COC[C@H](O)CN2CCC(F)(F)F)O1)NCc1ccc2c(c1)OCO2	-0.7	1.2
C[C@@H]1CN([C@H](C)CO)S(=O)(=O)c2ccc(/C=C/c3ccccc3)cc2O[C@H]1CN(C)Cc1ccc(C(=O)O)cc1	11.3	9.8
C[C@@H]1CN([C@@H](C)CO)S(=O)(=O)c2ccc(C#CC(C)(C)O)cc2O[C@H]1CN(C)C	-1.6	-0.3
COc1ccc(NC(=O)Nc2ccc3c(c2)C(=O)N([C@@H](C)CO)C[C@@H](C)[C@@H](CN(C)S(=O)(=O)c2ccc(C)cc2)OCCCC[C@H](C)O3)cc1	-4.4	-0.2
CO[C@@H]1CN(C)C(=O)c2cc(NS(=O)(=O)c3cn(C)cn3)ccc2OC[C@H](C)N(Cc2cccc(F)c2)C[C@@H]1C	1.5	0.2
COCCNC(=O)C[C@H]1C=C[C@@H](NC(=O)NC2CCCCC2)[C@H](CO)O1	-3.2	0.8
COC(=O)C[C@@H]1CC[C@@H]2[C@@H](COc3ccc(NC(=O)c4cccc(F)c4)cc3C(=O)N2C)O1	8.9	1.0
COc1cccc(S(=O)(=O)N2C[C@@H](O)COC[C@H]3O[C@H](CC(=O)N4CCN(c5ccccc5)CC4)CC[C@@H]32)c1	0.1	0.4
O=C(NCC1CC1)[C@@H]1[C@@H](CO)[C@@H]2Cn3c(cccc3=O)[C@@H]2N1Cc1cncnc1	-0.1	-0.6
C[C@H]1CN([C@@H](C)CO)C(=O)c2cccc(NC(=O)Nc3ccc(C(F)(F)F)cc3)c2O[C@@H]1CN(C)C(=O)NC1CCCCC1	-1.0	0.1
COCCNC(=O)[C@@H]1[C@@H](CO)[C@@H]2Cn3c(cccc3=O)[C@H]1N2Cc1cccc(Cl)c1	-1.7	0.4
CC(C)NC(=O)Nc1ccc2c(c1)CC(=O)N([C@H](C)CO)C[C@@H](C)[C@@H](CN(C)C(=O)NC(C)C)O2	-1.9	-0.5
CO[C@H]1CN(C)C(=O)c2cc(NC(=O)Nc3c(C)noc3C)ccc2OC[C@H](C)NC[C@@H]1C	0.0	0.4

Taken from above:
TcdB inh result of C[C@@H]1CN([C@H](C)CO)S(=O)(=O)c2ccc(/C=C/c3ccccc3)cc2O[C@H]1CN(C)Cc1ccc(C(=O)O)cc1 reads 9.8
Mtb BioA inh result of COCCNC(=O)[C@@H]1[C@@H](CO)[C@@H]2Cn3c(cccc3=O)[C@H]1N2Cc1cccc(Cl)c1 reads -1.7
TcdB inh result of COc1cccc(S(=O)(=O)N2C[C@@H](O)COC[C@H]3O[C@H](CC(=O)N4CCN(c5ccccc5)CC4)CC[C@@H]32)c1 reads 0.4
